# High-throughput results (PubChem)
# TDP1 block – inhibitors of human tyrosyl-DNA phosphodiesterase TDP1 | Potency, µM (top dose mostly 130 µM), without a hit: at the highest dose activity change, negative = inhibition, usual class: inhibitors | recombinant TDP1, AlphaScreen DNA substrate cleavage | 0.28% of 350,000 active | Q9NUW8; also: nearly all actives have a fitted effect of over 40% in size
# Target sequence (Q9NUW8 whole entry, looked up): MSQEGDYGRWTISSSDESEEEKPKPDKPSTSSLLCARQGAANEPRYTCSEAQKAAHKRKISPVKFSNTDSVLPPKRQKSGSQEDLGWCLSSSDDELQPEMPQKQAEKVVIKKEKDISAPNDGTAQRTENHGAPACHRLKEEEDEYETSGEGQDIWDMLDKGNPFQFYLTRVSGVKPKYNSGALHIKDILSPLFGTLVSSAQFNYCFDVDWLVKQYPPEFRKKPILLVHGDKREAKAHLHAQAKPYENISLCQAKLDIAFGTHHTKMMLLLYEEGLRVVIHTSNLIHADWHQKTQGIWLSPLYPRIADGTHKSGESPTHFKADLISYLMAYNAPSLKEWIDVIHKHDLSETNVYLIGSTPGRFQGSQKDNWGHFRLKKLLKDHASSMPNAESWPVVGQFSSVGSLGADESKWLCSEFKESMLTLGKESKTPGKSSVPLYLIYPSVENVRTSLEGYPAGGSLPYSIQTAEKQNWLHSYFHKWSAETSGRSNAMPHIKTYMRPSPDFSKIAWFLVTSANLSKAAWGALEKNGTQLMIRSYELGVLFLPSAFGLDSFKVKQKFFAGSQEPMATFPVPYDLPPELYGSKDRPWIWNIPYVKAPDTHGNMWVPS
#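 Enzyme-compound mixtures sat 15 min at room temperature, followed by a 5 min reaction with 15 nM final substrate and 10 min with AlphaScreen beads. Recombinant human Tdp1 was used at 1 nM final.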
# N370S GC – inhibits or activates N370S mutant glucocerebrosidase; N370S GC spleen homogenate, 4MU-glucoside fluorescence; Potency, µM (doses to about 59.4 µM), without a hit: at the top dose activity change, negative = inhibition, usual class: inhibitors; 0.092% of 330,000 active; AID 2101;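 also: 0% = full enzyme activity and -100% = no enzyme basal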
# FEN1 inh – inhibitors of human flap endonuclease 1; Recombinant FEN1 flap cleavage, fluorescence, 15 min; Potency, µM (highest dose often 114 µM), without a hit: top-dose activity change, negative = inhibition, most hits filed as inhibitors; 0.35% of 390,000 active; also: nearly all actives have a fitted effect of over 65% in size
# Target sequence (P39748 whole entry, looked up): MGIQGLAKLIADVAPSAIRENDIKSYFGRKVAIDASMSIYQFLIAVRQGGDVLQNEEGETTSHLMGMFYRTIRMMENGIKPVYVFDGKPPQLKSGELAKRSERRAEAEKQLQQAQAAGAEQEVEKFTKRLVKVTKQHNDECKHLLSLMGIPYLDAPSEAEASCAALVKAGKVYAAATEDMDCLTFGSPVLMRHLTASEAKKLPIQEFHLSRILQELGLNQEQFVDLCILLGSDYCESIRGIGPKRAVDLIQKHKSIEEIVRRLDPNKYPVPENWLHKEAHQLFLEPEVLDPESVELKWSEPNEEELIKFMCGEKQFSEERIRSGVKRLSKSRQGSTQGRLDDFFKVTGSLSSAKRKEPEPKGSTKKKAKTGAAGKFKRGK
#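 Steps: FEN1 (10 nM) dispensed; compound added by pin tool; 15 min at room temperature; substrate added to 50 nM final; reads at 0 min and 15 min; data normalized and fitted (four-parameter Hill).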
# * marks the source's active call; other numbers are inactive results; ? = inconclusive; · = no result given; & = joins results of further samples; [ ] = another dose, or the depositor's remark. Calls follow the shape of the dose curve; as a rule, active = well fitted curve in the direction sought with a large enough effect; inconclusive = small, poorly fitted or top-dose-only effect, or another doubt; inactive = no such curve, though single readings can be large; an effect the other way counts as inactive or inconclusive. Unless noted, % is scaled to controls: 0 for no effect and ±100 for the full control effect; potency is read from the fitted curve at half-maximal effect.
# Every second line gives: TDP1 block	N370S GC	FEN1 inh
> COc1ccc(NC(=O)Nc2ccccc2OCc2cc(=O)n3ccccc3n2)c(OC)c1
 : 5%	·	-14%
> COC(=O)NC(=S)Nc1ccc(Oc2ccc(Cl)cc2Cl)c(Cl)c1
 : 5%	6%	-22%
> CCOC(=O)C1(Cc2cccc(OC)c2)CCN(Cc2cccc(OC)c2O)CC1
 : 7%	-8%	-4%
> C[n+]1ccn(CC(=O)c2ccc(Cl)cc2)c1
 : 5%	17%	-4%
> Brc1ccccc1OCCN1CCOCC1
 : -5%	-2%	5%
> CSc1cccc(N2CC(C(=O)NCCC3=CCCCC3)CC2=O)c1 (stereo not drawn)
 : ·	1%	0%
> COc1ccc(S(=O)(=O)N2CCN(CC(=O)Nc3cc(Cl)ccc3Cl)CC2)cc1
 : 1%	·	5%
> Cc1ccccc1-c1c(C)oc2cc(O)ccc2c1=O
 : 1%	5%	-1%
> CCOC(=O)N1CCN(C(=O)CCCn2c(=S)[nH]c3ccccc3c2=O)CC1
 : 8%	-1%	-4%
> Cc1ccc(CNC(=O)c2ccc(N3CCC4(CC3)CC(c3cccc(Br)c3)=NO4)c(NC(=O)c3ccccc3)c2)cc1
 : 1%	-24%	-1%
> CCOc1ccc(CCNC(=O)Cn2nc(C)n3cccc3c2=O)cc1OCC
 : 6%	1%	-2%
> Cc1oc(S(=O)(=O)N2CCOCC2)cc1C(=O)Nc1ccc(F)cc1
 : 5%	23%	1%
> Cc1cc(C)n(C(=O)C2CCCN2S(=O)(=O)c2ccc(Cl)cc2)n1 (stereo not drawn)
 : 4%	9%	-1%
> COC(=O)c1cc(NC(=O)CC2C(=O)NCCN2C(=O)c2ccc(F)cc2)cc(C(=O)OC)c1 (stereo not drawn)
 : 3%	7%	-13%
> Cc1c(NC(=O)c2ccccc2)cc(C(C)C)c(O)c1S(=O)(=O)c1ccc(Cl)cc1
 : -2%	·	-20%
> Cc1cccc(NC(=O)CCN2CCN(C)CC2)c1
 : ·	0%	2%
> CCCn1c(-c2ccc[nH]c2=O)nc2cc(C)c(C)cc21
 : 0%	9%	-4%
> Cc1cccc(NC(=O)CN2C(=O)N/C(=C/c3cc(C)n(-c4cccnc4)c3C)C2=O)c1
 : 6%	8%	-4%
> CC(O)CN(Cc1ccc(Cl)cc1)CC(C)O (stereo not drawn)
 : 0%	8%	-2%
> CCn1nc(C(=O)N2CCc3ccccc32)c2ccccc2c1=O
 : 2%	·	-6%
> CSCCC(NC(=O)c1cccc(S(=O)(=O)N2CCOCC2)c1)c1nc2ccccc2[nH]1 (stereo not drawn)
 : 0%[56.1 µM]	·	-7%
> COc1ccc(NC(=O)Cn2nnc(C(=O)NCc3cccs3)c2N)c(OC)c1
 : -4%	-9%	0%
> Nc1c(C(=O)N2CCOCC2)oc2ccccc12
 : 3%	1%	5%
> CCOC(=O)[C@@H]1[C@H]2COc3ccccc3[C@@H]2N2C(=O)N(c3cccc(Cl)c3)C(=O)[C@@]12C
 : ·	7%	-17%
> COc1ccc(C(=O)Nc2ccc(S(=O)(=O)N3CCCC3)cc2)cc1[N+](=O)[O-]
 : 1%	-1%	-2%
> Cc1ccc(S(=O)(=O)N2CCN(C(=O)CC(C)C)CC2)cc1
 : -6%	1%	-2%
> C=CCN1C(=O)c2ccccc2C1(O)Cc1ccccc1 (stereo not drawn)
 : ·	-6%	16%
> O=C(COc1ccccc1)OCC(=O)c1ccc(S(=O)(=O)N2CCCCC2)cc1
 : -1%	·	-14%
> O=S(=O)(Nc1nc2ccccc2nc1N1CCN(c2ccccc2)CC1)c1ccc(F)cc1
 : 9%	10%	-3%
> COc1ccc(/C=N/Nc2nonc2N)cc1OC
 : 0%[56.1 µM]	24%	-11%
> CCC(=O)c1c(NCCc2ccccc2)cc(C)oc1=O
 : -5%	8%	-16%
> COc1ccccc1/C=C1\SC(=S)N(CCC(=O)NNC(=O)c2ccccc2O)C1=O
 : 0%	-1%	-10%
> Cc1ccnc(NC(=O)c2cc3cc(F)ccc3s2)c1
 : 5%[0.0935 µM]	-6%	-13%
> O=C(Nc1cccc(Br)c1)c1ccc2snnc2c1
 : 3%[56.1 µM]	-1%	12%
> Cc1cccc(C)c1NC(=S)N/N=C/c1ccc(C(=O)O)cc1
 : 4%	12%	14%
> CCOP(=O)(OCC)C(C)(C)NC(=O)Nc1ccc(Cl)c(Cl)c1
 : 3%	-6%	-4%
> COc1ccccc1OCc1ccc(C(=O)N2CCN3CCCC3C2)cc1 (stereo not drawn)
 : 10%	-13%	-13%
> CCCCNS(=O)(=O)c1ccc(NC(=O)Cc2ccc(OC)cc2)cc1
 : -3%	-13%	9%
> CCc1ccc(NC(=O)Cn2c(=O)n(-c3cc(OC)c(OC)c(OC)c3)c(=O)c3ccccc32)cc1
 : -1%	·	5%
> COC(=O)c1sc(S(=O)(=O)N2CCN(c3ccccc3F)CC2)c(C(=O)OC)c1C
 : 0%	·	4%
> CNC(=S)N(Cc1cc2cc(OC)c(OC)cc2[nH]c1=O)C1CCCC1
 : 3%	6%	-17%
> C#CCOCCOCCOCCNc1nc(N2CCN(C(=O)[C@H]([C@@H](C)CC)n3cc([C@@H](N)Cc4ccc(O)cc4)nn3)CC2)nc(N2CCN(C(=O)[C@H]([C@@H](C)CC)n3cc([C@@H](N)Cc4ccc(O)cc4)nn3)CC2)n1
 : 1%	-11%	16%
> Nc1nc(Br)c2c(F)cccc2c1-c1ccc(F)cc1
 : -4%	10%	?
> O=S(=O)(c1ccc(Br)cc1)N1CCC(c2nc3ccccc3[nH]2)CC1
 : ·	-6%	8%
> CCN(C(=O)c1ccc2c(=O)n3c(nc2c1)CCCCC3)c1cc(C)ccc1C
 : -5%	·	-14%
> Cc1ccc(S(=O)(=O)N2CCOCC2)cc1NC(=O)CNC1CCCC1
 : -6%	-10%	-11%
> CC(=O)c1sc2c(c1C)c(=O)n(-c1ccc(Cl)cc1)c(=O)n2Cc1ccc(Cl)cc1
 : 9%	·	-7%
> CCOC(=O)c1sc(NC(=O)CCN2CCN(C)CC2)c(C(=O)OCC)c1C
 : -6%	2%	-2%
> COc1ccc(O[C@H]2C=C[C@@H](c3ccccc3)O[C@H]2COC(=O)CC/C(C)=N\O[C@@H](C)CN2CCCc3nc(C)c(C)cc32)cc1
 : 4%[21 µM]	-8%[12.8 µM]	·
> CN(C)S(=O)(=O)c1ccc(Cl)c(C(=O)NCc2ccco2)c1
 : -2%	0%	2%
> CCCCN1CC(C(=O)NCc2ccc(C)cc2)CC1=O (stereo not drawn)
 : 7%	1%	8%
> COc1cccc(C(=O)N(Cc2ccco2)c2ccccn2)c1
 : 4%	·	20%
> COc1ccc(NC(=O)COC(=O)c2ccccc2SCC(=O)N2CCCC2)cc1
 : ·	-4%	-9%
> Cc1ccc(C)c(NC(=O)C2CCCN(S(=O)(=O)c3cn(C)cn3)C2)c1 (stereo not drawn)
 : 6%	·	-5%
> COc1cccc(CC(NC(C)=O)C(=O)NC2CCN(S(=O)(=O)c3ccc(NC(C)=O)cc3)CC2)c1OC (stereo not drawn)
 : 9%	1%	0%
> COc1ccc(/C=C\c2nc(O)c([N+](=O)[O-])c(=O)[nH]2)cc1O
 : ·	-6%	-19%
> CC1CCN(c2nc3ccccc3nc2C(F)(F)F)CC1
 : -5%	·	5%
> COc1cccc(NC(=O)c2ccc(-c3nc(COc4ccccc4)c(C)o3)cc2)c1
 : 3%	·	3%
> CCOC(=O)c1cc(CC)sc1/N=C/c1c(O)ccc2ccccc12
 : 7%	0%	-16%
> Cn1nnc(NC(=S)NC(=O)c2ccco2)n1
 : 7%	10%	1%

# Entries of single compounds, looked up by structure. Order of values: TDP1 block	N370S GC	FEN1 inh
# CCN(C(=O)c1ccc2c(=O)n3c(nc2c1)CCCCC3)c1cc(C)ccc1C as listed: -5%	·	-14%
# COc1cccc(NC(=O)c2ccc(-c3nc(COc4ccccc4)c(C)o3)cc2)c1 as listed: 3%	·	3%

# Later entries.
# Every second line gives: TDP1 block	N370S GC	FEN1 inh
> CCOc1ccccc1NC(=O)c1c(NC(=O)COc2ccccc2)sc2c1CCCC2
 : 1%[2.28 µM]	·	-7%
> O=C(CSc1nnc(C2CC2)n1CC1CCCO1)Nc1ccccc1Cl (stereo not drawn)
 : -9%	-12%	1%
> C=CCOc1c2ccc(C(=O)N(CC)c3ccc(OC)cc3)cc2nn1C
 : 3%	4%	17%
> COc1cccc(C(=O)N(Cc2cccs2)C2CCS(=O)(=O)C2)c1 (stereo not drawn)
 : 1%	3%	3%
> Cc1ccc(Cl)cc1N1CCN(c2nc3ccccc3c3nc(-c4cccnc4)nn23)CC1
 : 1%	·	16%
> COc1cc(Cl)c(C)cc1NC(=O)c1c(C)oc2nc(C)nc(N3CCCC3)c12
 : 2%	·	14%
> Cc1cc(C)cc(NC(=O)CN2C(=O)COc3ccc(S(=O)(=O)N4CCCC4)cc32)c1
 : 1%	-9%	14%
> COC(=O)CSc1nnc(C)n1-c1cccc(C#N)c1
 : 6%	3%	-3%
> O=C(CCCc1nc(-c2ccc(Cl)cc2)no1)NC1CCCC1
 : 2%	0%	-6%
> Oc1ccc(/C=N/n2c(-c3ccccc3)n[nH]c2=S)cc1Br
 : 8%	-15%	15%
> Cc1c(C)n(Cc2ccc(Cl)cc2)c2ccc(C(=O)N3CCN(c4ccccc4F)CC3)cc12
 : 8%	·	-8%
> CSc1ccc(/C=N/n2nnnc2N)cc1
 : 1%	5%	-2%
> O=C(CN1C(=O)c2ccccc2S1(=O)=O)N1CCCCC1
 : ·	1%	-4%
> CC(SCc1ccccc1)C(=O)NN=C1CCN(C)CC1 (stereo not drawn)
 : 5%	-6%	2%
> COc1cccc(NC(=O)C2CC2)c1
 : -2%	-15%	-5%
> COCCNC(=O)CSc1nc2cc3c(cc2c(=O)n1CCCCCC(=O)NCc1ccc(OC)cc1)OCO3
 : 2%	·	-2%
> Cc1cc(NS(=O)(=O)c2ccc(NC(=O)CCc3ccccc3)cc2)no1
 : 4%	-1%	12%
> Cc1ccc(OCc2nnc(SCC(=O)Nc3ccc4c(c3)OCCO4)n2Cc2ccco2)cc1
 : 6%	19%	-14%
> Cc1c(NC(=O)c2cc3ccccc3o2)c(=O)n(-c2ccccc2)n1C
 : 7%	-14%	1%
> CC(C)(C)n1nnnc1C(c1cccnc1)N1CCN(c2ccccn2)CC1 (stereo not drawn)
 : -11%	-7%	2%
> Cc1cc(C)n2cc(CSc3nc4cc(Cl)ccc4o3)nc2n1
 : 5%	-8%	8%
> COC(=O)C1C(=O)c2c([nH]c(C(=O)OC3CCCCCC3)c2C)CC1C (stereo not drawn)
 : 0%	7%	0%
> O=C(O)CSc1cc(NS(=O)(=O)c2ccc(Br)cc2)c2ccccc2c1O
 : ·	-16%	?
> Cc1oc2ccc(NS(=O)(=O)c3ccc(F)cc3)cc2c1C(=O)O
 : -2%	-14%	-1%&12%
> CCc1cc(C(=O)N2CCN(c3ncc(C(F)(F)F)cc3Cl)CC2)sc1C
 : ·	1%	-1%
> CCOc1ccc2nc(N3CCCC(C(=O)Nc4ccc(CC)cc4)C3)sc2c1 (stereo not drawn)
 : -5%	·	23%
> CN(C)CCCN(Cc1ccccc1)C(=S)Nc1ccc(SC(F)F)cc1
 : 3%	-11%	-13%
> O=C(NCc1cccc(CNC(=O)C(=O)NCC2CCCO2)c1)C(=O)NCC1CCCO1 (stereo not drawn)
 : 5%	8%	2%
> COc1cccc(CSc2nnc(-c3ccc(F)cc3)o2)c1
 : -2%	9%	-8%
> CNC(=O)c1ccsc1NC(=O)c1ccc2c(c1)CCCC2
 : 0%	11%	-29%

# An excerpt from above, limited to TDP1 block and N370S GC:
canonical_smiles | TDP1 block | N370S GC
COCCNC(=O)CSc1nc2cc3c(cc2c(=O)n1CCCCCC(=O)NCc1ccc(OC)cc1)OCO3 | 2% | ·
Cc1cc(NS(=O)(=O)c2ccc(NC(=O)CCc3ccccc3)cc2)no1 | 4% | -1%

# Carrying on:
# Every second line gives: TDP1 block	N370S GC	FEN1 inh
> CCN(CC)CCC(=O)Nc1cccc2c1C(=O)c1ccccc1C2=O
 : 8%	-1%	16µM*
> Cc1cc(C(=O)OCC(=O)N2CC(=O)Nc3ccccc32)c(C)n1-c1ccccc1
 : 5%	1%	-21%
> O=C(CSc1ccccc1)N1CCCC(Nc2ccccc2)C1 (stereo not drawn)
 : 3%	-2%	8%
> COc1ccc(C(=O)NCCSCc2ccco2)cc1OC
 : -4%	-8%	13%
> Cc1cc(C(=O)Nc2ccc3c(c2)OCCO3)c(C)o1
 : 1%	1%	7%
> CCCCn1c(N)c(N(CCC)C(=O)C2CCCC2)c(=O)[nH]c1=O
 : 0%	·	19%
> CC(=O)c1cc(C#N)c(SCc2ccc(F)cc2)nc1C
 : 4%	3%	-3%
> CCc1noc(C)c1C(=O)N(C)CC(=O)Nc1ccc(F)c(F)c1F
 : ·	1%	8%
> COc1cc(OC)cc(C(=O)N[C@H](C(=O)Nc2nc3ccccc3[nH]2)C(C)C)c1
 : -8%	8%	-1%
> O=C(COC(=O)c1ccccc1Nc1ccccc1)Nc1ccccc1
 : 0%	18%	-3%
> COc1ccc(/C=N/Nc2nc(-c3ccc(C)cc3)c(C#N)c(=O)[nH]2)cc1
 : ·	-5%	4%
> Cc1cccc(NC(=O)COc2coc(CN3CCN(c4ccccc4)CC3)cc2=O)c1C
 : -4%	-5%	-3%
